High-throughput results as filed in PubChem.
MBNL1-CUG inh: MBNL1-poly(CUG) RNA binding inhibition; Potency, µM (highest dose often 57.5 µM), without a hit: at the top dose activity change, negative = inhibition, actives largely listed as inhibitors; 280,000 tested, 0.036% active; TR-FRET MBNL1-His/biotin-(CUG)12 binding, 665/545 ratio; Q9NR56; active means well fitted inhibition curve with a large enough effect in the signal ratio, with a control signal flat, not every such curve was filed as active; inconclusive means small, poorly fitted or top-dose-only effect, or effect the other way, or a change in a side signal; inactive means no such curve, though single readings can be large or run the other way; the % refers to the signal ratio; further: on the % scale 0 is the no-effect control and ±100 the full control effect
Target sequence (Q9NR56 whole entry, looked up): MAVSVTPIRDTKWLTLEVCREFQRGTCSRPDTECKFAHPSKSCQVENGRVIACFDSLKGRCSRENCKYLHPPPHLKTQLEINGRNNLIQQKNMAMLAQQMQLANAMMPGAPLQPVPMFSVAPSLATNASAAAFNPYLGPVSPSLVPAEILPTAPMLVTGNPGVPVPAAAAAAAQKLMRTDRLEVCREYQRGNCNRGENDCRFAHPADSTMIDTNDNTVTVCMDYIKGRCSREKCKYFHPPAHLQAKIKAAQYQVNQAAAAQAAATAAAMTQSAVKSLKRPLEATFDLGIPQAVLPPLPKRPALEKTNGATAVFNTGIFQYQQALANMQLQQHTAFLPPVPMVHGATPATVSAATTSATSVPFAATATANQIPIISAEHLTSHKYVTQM
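MBNL1-His + Biotin-(CUG)12, cpd titration 92 nM–58 uM; Tb anti-His Ab 0.055 ng/ul, SA-XL665 5 nM (final); 60 min RT; ratiometric 665/545 nm, Ex 340 nm; normalized to buffer and full-complex controls.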
VP16 counter: Gal4-VP16 reporter inhibition counter-screen; Drosophila S2 Gal4-VP16 UAS-luciferase, luminescence, 20 h; Potency, µM (highest dose often 53.6 µM), inactives show at the top dose activity, negative = inhibition, actives largely listed as inhibitors; 310,000 tested, 3.5% active; AID 2546;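 further: Gal4-VP16 expression switched on by copper sulfate through the metallothionein promoter; on the % scale 0 is the no-effect control and ±100 the full control effect; nearly all actives have a fitted effect of over 50% in size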
ELG1 genotoxic: induces genotoxicity in HEK293T cells with luciferase-tagged ELG1; Potency, µM (top dose mostly 46 µM), without a hit: at the top dose activity change, positive = activation, hits mostly activators; 330,000 tested, 1.3% active; AID 504466; HEK293T ELG1-luciferase reporter, luminescence, 16 h; further: % of control where 0% means no effect; nearly all actives have a fitted effect of over 60% in size
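ELG1-luciferase HEK293T cells, 2,000/well; compound pinned in; 16 hr, 37 °C, 5% CO2; ONE-Glo, 30 min RT; luminescence on CCD imager.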
MLL CXXC-DNA inh: inhibitors of human MLL CXXC domain-DNA interaction; Q03164; MLL-CXXC / FITC-HOXA9 DNA fluorescence polarization; Potency, µM (top dose mostly 115 µM), without a hit: at the top dose activity change, negative = inhibition, usual class: inhibitors; 290,000 tested, 0.037% active; active means well fitted inhibition curve with a large enough effect in the polarisation, with a control signal flat, not every such curve was filed as active; inconclusive means small, poorly fitted or top-dose-only effect, or effect the other way, or a change in a side signal; inactive means no such curve, though single readings can be large or run the other way; the % refers to the polarisation
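Fluorescence polarization: 7 uM MLL-CXXC (stock) preincubated 5 min with compounds, then 50 nM fluorescein-HOX-A9 DNA (stock) added; 30 min ambient. Buffer 50 mM Tris-HCl pH 7.5, 50 mM NaCl, 1 mM DTT, 0.05% BSA.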
NPC1 prom act: NPC1 promoter activation. Huh7 NPC1 promoter luciferase reporter, 24 h. Potency, µM (top dose mostly 9.22 µM), inactives show at the highest dose activation, hits mostly activators. 320,000 tested, 2.4% active;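 further: % of control where 0% means no effect; nearly all actives have a fitted effect of over 60% in size; reporter is driven by a mutant NPC1 promoter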
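Luminescence from an NPC1 promoter-driven luciferase reporter in stably transfected Huh7 cells was measured after 24 h compound treatment at 37 °C, followed by 10 min ambient incubation with luciferase detection reagent.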
Rab9 prom act: activates the Rab9 promoter; Huh7 Rab9 promoter-luciferase reporter, luminescence, 24 h; Potency, µM (doses to about 9.22 µM), for inactives: top-dose activation, negative = inhibition, usual class: activators; 320,000 tested, 2.8% active; further: % of control where 0% means no effect; nearly all actives have a fitted effect of over 60% in size
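Huh7 cells stably carrying a Rab9 promoter-luciferase reporter, 1500 cells per well in OP-MEM I with 10% FBS, treated with compound 24 hours at 37C. Luciferase activity read by luminescence after 10 minutes with Amplite reagent.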
RORgamma inh: inhibitors of mouse ROR gamma transcriptional activity; P51450; Drosophila S2 Gal4-RORgamma UAS-luciferase reporter, 20 h; Potency, µM (highest dose often 53.6 µM), for the others: at the highest dose activity change, negative = inhibition, usual class: inhibitors; 310,000 tested, 5.4% active; AID 2551; further: on the % scale 0 is the no-effect control and ±100 the full control effect; nearly all actives have a fitted effect of over 60% in size
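Read-out: Photinus luciferase luminescence; inhibitors lower reporter signal. Insect Schneider cells with Gal4-ROR gamma fusion under metallothionein promoter, UAS reporter; 700 uM final copper sulfate induction, 20 hr, ambient temperature.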
p53 reactivator: restores transcriptional activity of mutant p53; AID 504706; Potency, µM (titrated, usually from 92.2 µM), for the others: at the highest dose activity change, positive = activation, actives largely listed as activators; H1299 p53-A138V BP100-luciferase reporter, luminescence, 24 h; 320,000 tested, 0.063% active; further: % of control where 0% means no effect; nearly all actives have a fitted effect of over 45% in size
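H1299 (p53-null), stable ts p53-A138V + BP100-Luc; 1000 cells/well, Opti-MEM/10% FBS; cpd 4 pt, 1:5; 24 h, 37 deg C, 5% CO2; detection reagent 10 min RT; luminescence.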
uPA generation: inhibitors of cell surface uPA generation; Potency, µM (highest dose often 38.3 µM), for inactives: at the top dose activity change, negative = inhibition, actives largely listed as inhibitors; 330,000 tested, 0.31% active; cell surface uPA generation assay, qHTS; active means well fitted inhibition curve with a large enough effect; inconclusive means small, poorly fitted or top-dose-only effect; inactive means no such curve, though single readings can be large or run the other way; tested in mouse RAW 264.7 cells; further: on the % scale 0 is the no-effect control and ±100 the full control effect; nearly all actives have a fitted effect of over 55% in size
BRCA1 expr act: increases BRCA1 expression. Potency, µM (titrated, usually from 46.1 µM), inactives show at the highest dose activation, usual class: activators. 380,000 tested, 1.1% active. MCF7-BRCA1-FFLuc reporter, luminescence, 48 h; response scale: scaled: vehicle 0%, 10 µM genistein 100%; further: nearly all actives have a fitted effect of over 80% in size; some results filed as inactive show a strong effect at the top dose
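MCF7-BRCA1-FFLuc, 2000 cells/well; 2 h attach, 37 °C/5% CO2; compound 48 h; luciferase substrate 15 min; luminescence end-point. Norm. to genistein 10 microM max activation and DMSO; concentration-response curves fitted.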
FLuc counter: counter-screen for miR-21 project: firefly luciferase inhibitors or activators. P08659. purified FLuc, Km substrates, luminescence inhibition. Potency, µM (titrated, usually from 57.5 µM), inactives show at the highest dose activity change, negative = inhibition, usual class: inhibitors. 360,000 tested, 6.9% active. AID 588342;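 further: plate controls were vehicle for no effect and reference inhibitor for full effect; nearly all actives have a fitted effect of over 55% in size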
Target sequence (P08659 whole entry, looked up): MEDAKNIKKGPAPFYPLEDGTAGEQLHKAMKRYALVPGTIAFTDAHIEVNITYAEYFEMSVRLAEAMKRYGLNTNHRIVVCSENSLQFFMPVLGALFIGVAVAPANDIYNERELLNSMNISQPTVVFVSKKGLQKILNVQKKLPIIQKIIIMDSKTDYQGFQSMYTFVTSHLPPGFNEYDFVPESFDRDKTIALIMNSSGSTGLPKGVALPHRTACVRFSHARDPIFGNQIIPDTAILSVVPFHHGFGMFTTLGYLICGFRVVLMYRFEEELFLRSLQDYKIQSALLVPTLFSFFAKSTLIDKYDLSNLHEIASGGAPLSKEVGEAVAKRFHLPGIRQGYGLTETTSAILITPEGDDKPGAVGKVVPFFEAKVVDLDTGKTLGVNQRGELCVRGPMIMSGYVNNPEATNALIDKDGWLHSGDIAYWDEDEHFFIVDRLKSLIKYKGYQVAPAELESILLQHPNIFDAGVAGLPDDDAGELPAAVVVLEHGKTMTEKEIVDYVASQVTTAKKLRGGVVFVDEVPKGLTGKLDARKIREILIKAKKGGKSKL
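Purified P. pyralis luciferase (10nM final) with 10uM D-luciferin and 10uM ATP (Km levels) in 50mM Tris acetate pH 7.5, 10mM Mg acetate, 0.01% Tween-20, 0.05% BSA; qHTS 6-point titration, ~60 µM downward; luminescence read.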
* hit, by the source's call; ? = inconclusive; . = no result given; & = joins results of further samples; [ ] = dose if it differs, or a comment. Unless noted, the call rests on the fitted dose curve; in most records, active means well fitted curve in the direction sought with a large enough effect; inconclusive means small, poorly fitted or top-dose-only effect, or another doubt; inactive means no such curve, though single readings can be large; an effect the other way counts as inactive or inconclusive. Potency means the concentration at half of the fitted maximal effect.

SMILES	MBNL1-CUG inh	VP16 counter	ELG1 genotoxic	MLL CXXC-DNA inh	NPC1 prom act	Rab9 prom act	RORgamma inh	p53 reactivator	uPA generation	BRCA1 expr act	FLuc counter
COc1cc2c(cc1OC)C(NC(=O)c1ccc(C)cc1)CC2=O (stereo not drawn)	4%	-15%	-1%	1%	1%	2%	10%	-1%	9%	2%	0%
Cc1nc2nc[nH]n2c(=O)c1C/C=C/c1ccccc1	2%	-19%	1%	-1%	-2%	3%	-10%	1%	0%	9%	?
Cc1nc2ccccc2cc1C(=O)N/N=C/c1ccco1	.	?	0%	1%	0%	-3%	?	-4%	-15%	-14%	1%
COc1ccccc1CNC(=O)CCCNS(=O)(=O)c1cccc2nsnc12	?	0%	-1%	1%	3%	-2%	-3%	-4%	0%	-9%	1%
CCS(=O)(=O)N1Cc2ccccc2CC1C(=O)Nc1ccc(OC)cc1OC (stereo not drawn)	-2%	-10%	0%	4%	-1%	-5%	16%	-3%	11%	-4%	4%
Cc1ccc(C(=O)Nc2ccc(S(=O)(=O)NCc3ccco3)cc2)cc1	-3%	-15%	?	23%	13%	22%	-5%	2%	.	16%	1%
Cc1nc2ccc(NC(=O)CCC3CCCC3)cc2s1	0%	-19%	?	-6%	?	?	2%	?	0%	11µM*	12µM*
Cc1cccc(-n2c(SCC(N)=O)nnc2-c2ccccn2)c1C	2%	-10%	-3%	-2%	-6%	3%	6%	1%	4%	0%	3%
O=C(CCN1C(=O)COc2ccccc21)NCc1cccnc1	-2%	2%	3%	-5%	-1%	0%	-12%	11%	3%	-2%	3%
CCn1c(SCC(=O)Nc2ccc(N3CCOCC3)cc2)nnc1-c1ccncc1	-2%	-9%	3%	?	-6%	3%	1%	1%	-9%	27%	?
Cc1ccc(-n2nc(C(=O)O)nc2-c2ccccc2)cc1	7%	-5%	-6%	-1%	0%	-2%	8%	5%	7%	-9%	-1%
COc1cccc(CN2C(=O)C3CCCN3c3ccc(S(=O)(=O)N4CCOCC4)cc32)c1 (stereo not drawn)	78%[activator]	-13%	-2%	1%	-2%	-1%	-11%	9%	.	.	-1%
Cc1cccc(NC(=O)CSc2ncnc3sc(C)cc23)c1	1%	12%	-3%	5%	-4%	4%	14%	-1%	-1%	0%	-2%
O=C(NCCc1ccccc1Cl)C1CCC(=O)N(Cc2cccc(C(F)(F)F)c2)C1 (stereo not drawn)	-3%	-8%	3%	5%	1%	-1%	7%	3%	1%	2%	6%
O=C(NC1CCCC1)C(=O)N(c1ccccc1F)C(C(=O)NCC1CCCO1)c1cccs1 (stereo not drawn)	5%	?	-7%	2%	-8%	-19%	-35%	-5%	12%	-8%	0%
COc1ccc(/C=C/C(=O)c2cc(Cl)ccc2O)c(OC)c1	-6%	29%	3%	-13%	?	22%	14%	7%	-2%	-25%	11µM*
Nc1ncnc2c1ncn2CCOc1ccccc1	-6%	15%	?	-4%	1%	9%	12%	12%	-6%	30%	5%[2.3 µM]
COc1cc(/C=C(\C#N)C(=O)NCC2CCCO2)cc(OC)c1OC (stereo not drawn)	-17%	2%	6%	-13%	-14%	-6%	-26%	-1%	-3%	-1%	-3%
COc1ccc(CNC(=O)Cn2nc([N+](=O)[O-])cc2C)cc1	12%	-2%	-1%	3%	-4%	1%	-1%	0%	-8%	-8%	5%
CCCCC(=O)Nc1ccc(S(=O)(=O)N2CCCCC2c2cccnc2)cc1 (stereo not drawn)	-4%	-7%	0%	43%[activator]	-12%	25%	16%	-23%	-7%	-37%	0%
COC(=O)c1cccc(NC(=O)COc2cccc([N+](=O)[O-])c2)c1	?	6%	1%	1%	3%	-3%	3%	-1%	-9%	39%	-19%
Cc1ccc(-c2nc(CS(=O)CC(=O)NC3CCC(C)CC3)c(C)o2)cc1 (stereo not drawn)	6%	-1%	-1%	-1%	1%	-10%	?	0%	-1%	9%	-11%
Cc1nnsc1-c1onc(C)c1C(=O)O/N=C/c1ccc(Cl)cc1	.	3%	0%	132%[activator]	0%	-3%	-2%	2%	8%	12%	0%
Cc1nn(C)c(C)c1CN(C(=O)C1CCC(=O)N(C2CCCCCC2)C1)C(C)C (stereo not drawn)	-1%	9%	?	8%	0%	14%	14%	8%	-7%	20%	-18%
O=C(Nc1ccc(Br)cc1)C1CCC(=O)N1Cc1ccccc1Cl (stereo not drawn)	-2%	-7%	-7%	-18%	-2%	-3%	8%	-4%	-6%	-14%	1%
CCOC(=O)C1CCCN(Cc2nc(N)nc(Nc3ccc(OC)cc3)n2)C1 (stereo not drawn)	-8%	-4%	-8%	11%	0%	-4%	-27%	-5%	4%	-50%	3%
Cc1c(/C=N\NC(=O)C2(C)CC2(Cl)Cl)cnn1C (stereo not drawn)	-6%	-12%	3%	1%	-1%	0%	0%	4%	17%	-8%	-2%
Clc1c(-c2ccccc2)nc2ccccn12	6%	13%	?	-4%	4µM*	2.5µM*	-34%	.	-5%	39%	12µM*
CCN(CC)c1nc(Nc2ccc([N+](=O)[O-])cc2)nc(N(CC)CC)n1	-1%	0%	-6%	1%	0%	?	?	.	20%	-33%	-1%
CCOC(=O)c1cccc(NC(=O)c2ccccc2C)c1	0%	?	7%	8%	28%	?	21%	2%	1%	65%	-19%
Cc1cc(C)c(C#N)c(Nc2ccccc2C)n1	-9%	3%	4%	-1%	-2%	-2%	-20%	-6%	-3%	-35%	0%
c1ccc(Cc2nnc3sc(-c4ccco4)nn23)cc1	12%	13%	3%	-2%	-2%	10%	-17%	-6%	-11%	0%	5%
O=C(Cc1ccccc1)NC1CCN(Cc2ccccc2)CC1	-5%	1%	0%	5%	-2%	-5%	-16%	-1%	0%	3%	-1%
CCOC(=O)C1=C(CS(=O)(=O)c2ccc(F)cc2)NC(=O)NC1c1ccc(O)c(O)c1 (stereo not drawn)	-3%	1%	1%	0%	-2%	1%	-2%	-10%	-2%	-8%	?
COc1ccccc1CNC(=O)C1CCN(S(=O)(=O)c2cccc([N+](=O)[O-])c2)CC1	?	1%	-5%	10%	1%	-3%	2%	4%	-2%	-7%	3%
CC(C)(C)C(=O)Nc1nnc(-c2ccncc2)o1	-4%	18µM*	-1%	-10%	6%	-5%	11µM*	-10%	3%	1%	2%
Cc1cccc(C)c1NC(=O)CCn1cnc2ccccc2c1=O	-6%	-9%	-4%	2%	-5%	1%	15%	-1%	-9%	-1%	0%
CC1Sc2ccc(S(=O)(=O)CCC(=O)N3CCN(c4cccc(Cl)c4)CC3)cc2NC1=O (stereo not drawn)	-5%	?	-18%	12%	-3%	-13%	24%	-4%	?	-44%	2%
CCCNC(=O)Cn1c(=O)oc2cc(S(=O)(=O)N3CCCC3)ccc21	3%	-5%	6%	16%	-3%	3%	-11%	.	10%	-14%	7%
O=C(NN=C1CCCC1)c1ccccc1OCc1ccc(Cl)cc1	-3%	17%	-6%	0%	-1%	20%	-14%	1%	2%	5%	4%
CCC1(c2ccccc2)NC(=O)N(CC(=O)Nc2ccc(Cl)c(S(=O)(=O)N3CCCCC3)c2)C1=O (stereo not drawn)	.	.	-7%	.	-2%	0%	.	-9%	1%	-63%	2%
Cc1ccccc1OCCOC(=O)c1ccc(S(=O)(=O)N2CCCC2)cc1	.	.	1%	.	-8%	-4%	.	-5%	8%	-14%	7%
CCOC(=O)c1ccc(Nc2nc(C(=O)OCC)nc3ccccc23)cc1	?	-27%	-10%	5%	-5%	2%	-30%	-2%	2%	-8%	-1%&-13%
CCN(C(=O)CSc1nnc(C(C)N(C)C)n1-c1ccc(F)cc1)C1CCS(=O)(=O)C1 (stereo not drawn)	.	.	1%	.	-4%	-5%	.	6%	8%	-4%	-1%
CCN(CC(=O)Nc1c(F)cccc1F)C(=O)CCSc1ccc(F)cc1	.	.	0%	.	-5%	-5%	.	-5%	0%	-21%	3%
O=C(CN1CCCCC1)NC(=O)NC1CCCCC1	.	.	8%	.	2%	19%	.	?	-7%	94%	-6%
CCOC(=O)CSc1nnc(CNC(=O)c2cccc(C)c2)n1C	-2%	14%	3%	-3%	-6%	8%	-8%	0%	-4%	6%	-1%
CCOc1cc(C(=O)CCC(=O)OCC(=O)NC(=O)NCC(C)C)ccc1O	-3%	3%	1%	-2%	-1%	-5%	-1%	6%	4%	0%	?
O=C(N/N=C/c1cc2c(c([N+](=O)[O-])c1)OCO2)c1ccncc1	?	-4%	-4%	-6%	8%	4%	5%[1.91 µM]	3%	1%	-23%	-3%

The list is partial; rates above refer to the full screens.
